ABCG2 block = blocks JC-1 efflux by human ABCG2 transporter; Q9UNQ0; IgMXP3 cells, flow cytometry; inhibition, % at 6.6 µM; 190,000 tested, 0.1% active; AID 1325;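 active = inhibition above 80%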;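 note: 0% = DMSO and 100% = nicardipine control wells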
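Assay system – ABCG2 IgMXP3 and barcoded ABCB1 CCRF-Adr cell mix · Input – 3 million cells/mL in well · Reagent – JC-1 fluorescent substrate · Compound – single test compound dose, 6.6 µM final · Timing – 10 min exposure at 25 °C with rotation, no wash · Detection – flow cytometry of retained JC-1 fluorescence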
Bim-Bcl-W = human Bim-Bcl-W interaction inhibition. 190,000 tested, 0.02% active. Q92843. inhibition, % at 10 µM. bead-based flow cytometry, Bim peptide-Bcl-W binding;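 note: 0% = bound tracer without compound and 100% = peptide blocker; higher means less fluorescent Bim peptide bound to Bcl-W beads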
RGS4-Gao reg = human RGS4-Galphao interaction regulation. P09471. Multiplexed bead flow cytometry, RGS4-Galphao binding; actives lie on both sides. binding response (% of control), % at 10 µM. 220,000 tested, 0.33% active; in the data active = binding response below about 49% or above about 150%; inactive = in between;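 note: fluorescent Galphao activated with aluminum fluoride binding bead-coupled RGS4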
Target sequence (P09471 whole entry, looked up): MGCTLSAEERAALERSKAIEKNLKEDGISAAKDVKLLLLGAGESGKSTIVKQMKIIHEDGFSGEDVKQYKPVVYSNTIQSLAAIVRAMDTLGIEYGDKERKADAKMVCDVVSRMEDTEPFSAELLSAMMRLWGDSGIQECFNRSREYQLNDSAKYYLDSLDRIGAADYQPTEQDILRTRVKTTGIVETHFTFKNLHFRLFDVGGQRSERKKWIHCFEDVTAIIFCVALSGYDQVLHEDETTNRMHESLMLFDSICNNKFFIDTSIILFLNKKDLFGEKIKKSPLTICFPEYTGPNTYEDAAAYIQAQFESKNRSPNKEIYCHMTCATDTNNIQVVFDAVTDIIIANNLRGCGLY
ABCB1 inh = blocks JC-1 efflux by human ABCB1 transporter; AID 1326; inhibition, % at 6.6 µM; 190,000 tested, 0.067% active; CCRF-Adr cells, flow cytometry; P08183; in the data active = inhibition above about 40%;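 note: 0% = vehicle and 100% = reference inhibitor; higher value means more JC-1 retained so stronger ABCB1 efflux block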
Avidin bead fluor = avidin bead compound fluorescence profile; 220,000 tested, 0.38% active; fluorescence (KMESF) at 10 µM; AID 1775; Avidin beads, compound fluorescence 488/530 nm, flow cytometry; stronger effect = higher value; in the data active = fluorescence above about 47; note: inactives centre near 10
Bfl-1 Bim block = disrupts Bim binding to human Bfl-1; Q16548; Bead-based flow cytometry, Bim-Bfl-1 binding inhibition; inhibition, % at 10 µM; 190,000 tested, 0.12% active; AID 1008;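 note: 0% = wells without compound plus tracer and 100% = blocker peptide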
GSH fluor = GSH bead compound fluorescence profile; GSH beads flow cytometry, compound fluorescence 488/530 nm; stronger effect = higher value; fluorescence (KMESF) at 10 µM; 190,000 tested, 0.25% active; AID 1776; in the data active = fluorescence above about 89;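 note: glutathione beads carrying GST-tagged Bcl family fusion proteins plus one bare bead set; values are compound well signal with DMSO vehicle wells as background; inactives centre near 16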
Bcl-XL Bim block = human Bim-Bcl-XL interaction inhibition; Q07817; 190,000 tested, 0.04% active; AID 1007; Bim peptide-Bcl-XL binding, bead flow cytometry, fluorescence; inhibition, % at 10 µM
Target sequence (Q07817 whole entry, looked up): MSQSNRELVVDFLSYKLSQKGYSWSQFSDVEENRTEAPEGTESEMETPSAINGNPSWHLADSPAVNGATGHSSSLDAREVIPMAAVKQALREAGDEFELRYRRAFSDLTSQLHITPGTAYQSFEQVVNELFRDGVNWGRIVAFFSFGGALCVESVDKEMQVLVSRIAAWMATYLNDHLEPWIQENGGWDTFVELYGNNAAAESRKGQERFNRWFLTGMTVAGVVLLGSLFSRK
Bcl-2 Bim block = human Bim-Bcl-2 interaction inhibition; Bead-based flow cytometry, Bim peptide-Bcl-2 binding; 190,000 tested, 0.06% active; P10415; inhibition, % at 10 µM; in the data active = inhibition above about 40%; inconclusive = no clear call, values can overlap the other calls;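 note: 0% = no compound wells with probe peptide and 100% = reference peptide inhibitor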
Target sequence (P10415 whole entry, looked up): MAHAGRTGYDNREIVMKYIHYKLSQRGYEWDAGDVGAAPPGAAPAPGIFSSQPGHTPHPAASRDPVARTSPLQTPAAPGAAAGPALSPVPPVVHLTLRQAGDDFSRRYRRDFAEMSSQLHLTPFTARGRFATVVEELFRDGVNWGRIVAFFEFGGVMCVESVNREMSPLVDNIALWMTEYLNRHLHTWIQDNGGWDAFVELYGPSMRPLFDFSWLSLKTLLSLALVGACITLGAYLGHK
RGS7-Gao reg = human RGS7-Galphao interaction regulation; AID 1439; 220,000 tested, 0.35% active; Multiplexed bead flow cytometry, RGS7-Galphao binding; actives lie on both sides; binding response (% of control), % at 10 µM; P09471; in the data active = binding response below about 49% or above about 150%; inconclusive = no clear call, values can overlap the other calls; inactive = in between;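 note: fluorescent Galphao held in activated GDP-AlF4 state binding bead-coupled RGS7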
Bim-Bcl-B = human Bim-Bcl-B interaction inhibition; Q9HD36; 190,000 tested, 0.073% active; inhibition, % at 10 µM; bead-based flow cytometry, Bim peptide-Bcl-B binding;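 note: 0% = tracer peptide without compound and 100% = reference inhibitor peptide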
Target sequence (Q9HD36 whole entry, looked up): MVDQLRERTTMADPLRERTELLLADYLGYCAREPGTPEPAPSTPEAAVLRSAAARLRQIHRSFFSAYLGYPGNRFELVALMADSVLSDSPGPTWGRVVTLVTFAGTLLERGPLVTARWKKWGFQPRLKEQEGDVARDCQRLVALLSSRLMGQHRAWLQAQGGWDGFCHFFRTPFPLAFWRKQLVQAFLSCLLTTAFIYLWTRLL
Active calls of the source: *. Cut-off read from the data, not from the text of the source, unless noted: active = inhibition above about 40%. Compounds were not picked by outcome; any-hit rate near 1.3%.

`COc1ccc(CC2(CO)CCN(Cc3ccncc3)CC2)cc1` gave ABCG2 block 0, Bim-Bcl-W 1, RGS4-Gao reg 90, ABCB1 inh 0.2, Avidin bead fluor 6, Bfl-1 Bim block -4, GSH fluor 13, Bcl-XL Bim block 0, Bcl-2 Bim block 1, RGS7-Gao reg inconclusive and Bim-Bcl-B -2.
Screening COc1ccc(NC(=O)c2ccc(=O)oc2)cc1 returned ABCG2 block 0, Bim-Bcl-W 3, RGS4-Gao reg 102, ABCB1 inh -0.2, Avidin bead fluor 6, Bfl-1 Bim block -3, GSH fluor 54, Bcl-XL Bim block -5, Bcl-2 Bim block -3, RGS7-Gao reg 100 and Bim-Bcl-B -1.
COc1ccc(N=C2C(=Nc3ccc(OC)cc3)N(c3ccc(OC)cc3)C(=S)N2c2ccccc2)cc1 was read as ABCG2 block 3, Bim-Bcl-W 0, RGS4-Gao reg 101, ABCB1 inh 0.7, Avidin bead fluor 8, Bfl-1 Bim block 0, GSH fluor 15, Bcl-XL Bim block -5, Bcl-2 Bim block -4, RGS7-Gao reg 102 and Bim-Bcl-B -7.
`CCN(CC)CCNC(=O)Cn1c(C)cc2ccccc2c1=O` gave ABCG2 block -2, Bim-Bcl-W 3, RGS4-Gao reg 98, ABCB1 inh -0.1, Avidin bead fluor 8, Bfl-1 Bim block -9, GSH fluor 45, Bcl-XL Bim block -2, Bcl-2 Bim block -7, RGS7-Gao reg 99 and Bim-Bcl-B -3.
`COC(=O)\C(C(C)=O)=C(/C=C/C=C/N(C)C)N(C)C` gave ABCG2 block 0, Bim-Bcl-W 0, RGS4-Gao reg 97, ABCB1 inh -0.2, Avidin bead fluor 13, Bfl-1 Bim block -4, GSH fluor 5, Bcl-XL Bim block 0, Bcl-2 Bim block -3, RGS7-Gao reg 99 and Bim-Bcl-B 0.
For COc1ccc(CCNC(=O)C2CCN(S(=O)(=O)c3cccc4nonc34)CC2)cc1OC the results were ABCG2 block 4, Bim-Bcl-W -3, RGS4-Gao reg 86, ABCB1 inh 0.5, Avidin bead fluor 33, Bfl-1 Bim block -1, GSH fluor 27, Bcl-XL Bim block 0, Bcl-2 Bim block -2, RGS7-Gao reg 89 and Bim-Bcl-B -11.
`Cn1nc(CSc2ccccc2)c(C=O)c1Cl` gave ABCG2 block 3, Bim-Bcl-W -2, RGS4-Gao reg 108, ABCB1 inh 0.7, Avidin bead fluor 25, Bfl-1 Bim block -8, GSH fluor 10, Bcl-XL Bim block -1, Bcl-2 Bim block -3, RGS7-Gao reg 99 and Bim-Bcl-B -6.
CCc1cccc(OCCCN2C(=O)NC(C)(C)C2=O)c1 was read as ABCG2 block 10, Bim-Bcl-W -7, RGS4-Gao reg 100, ABCB1 inh 1.0, Avidin bead fluor 12, Bfl-1 Bim block -24, GSH fluor 25, Bcl-XL Bim block -12, Bcl-2 Bim block -15, RGS7-Gao reg 99 and Bim-Bcl-B -10.
For Cc1cc(C2=NNC(=NC3CC3)SC2)c(C)n1-c1c(C)n(C)n(-c2ccccc2)c1=O the results were ABCG2 block 3, Bim-Bcl-W 0, RGS4-Gao reg 102, ABCB1 inh 0.2, Avidin bead fluor 4, Bfl-1 Bim block 2, GSH fluor 24, Bcl-XL Bim block -3, Bcl-2 Bim block 2, RGS7-Gao reg 99 and Bim-Bcl-B -2.
For CCOC(=O)N=S(=O)(Oc1ccc([N+](=O)[O-])cc1)c1ccc(Cl)cc1 (stereo not given) the results were ABCG2 block 4, Bim-Bcl-W 0, RGS4-Gao reg 96, ABCB1 inh -0.2, Avidin bead fluor 5, Bfl-1 Bim block 0, GSH fluor 29, Bcl-XL Bim block -1, Bcl-2 Bim block 3, RGS7-Gao reg 101 and Bim-Bcl-B -1.
For CC1CCCC(C)N1C(=O)COc1ccccc1F (stereo not given) the results were ABCG2 block 1, Bim-Bcl-W 6, RGS4-Gao reg 103, ABCB1 inh 1.2, Avidin bead fluor 10, Bfl-1 Bim block -3, GSH fluor 24, Bcl-XL Bim block 1, Bcl-2 Bim block 3, RGS7-Gao reg 107 and Bim-Bcl-B 0.
Screening CN1CCN(NC(=O)c2cccc(Br)c2)CC1 returned ABCG2 block 0, Bim-Bcl-W 0, RGS4-Gao reg 105, ABCB1 inh 0.1, Avidin bead fluor 4, Bfl-1 Bim block -1, GSH fluor 7, Bcl-XL Bim block 1, Bcl-2 Bim block 1, RGS7-Gao reg 100 and Bim-Bcl-B -2.
For CSCCC(NC(=O)c1occc1C)C(=O)O (stereo not given) the results were ABCG2 block 1, Bim-Bcl-W 0, RGS4-Gao reg 97, ABCB1 inh 0.1, Avidin bead fluor 20, Bfl-1 Bim block -13, GSH fluor 28, Bcl-XL Bim block -6, Bcl-2 Bim block -6, RGS7-Gao reg 96 and Bim-Bcl-B -11.
CS(=O)(=O)Nc1ccc(C2=NN(S(C)(=O)=O)C(c3ccc4nccnc4c3)C2)cc1 (stereo not given) was read as ABCG2 block 3, Bim-Bcl-W 6, RGS4-Gao reg 99, ABCB1 inh 0.5, Avidin bead fluor 18, Bfl-1 Bim block 8, GSH fluor 54, Bcl-XL Bim block 7, Bcl-2 Bim block 8, RGS7-Gao reg 98 and Bim-Bcl-B 8.
Screening COC(=O)c1cc(-c2ccc(OC)cc2)on1 returned ABCG2 block 3, Bim-Bcl-W 1, RGS4-Gao reg 101, ABCB1 inh 0.3, Avidin bead fluor 12, Bfl-1 Bim block -3, GSH fluor 18, Bcl-XL Bim block 0, Bcl-2 Bim block -1, RGS7-Gao reg 99 and Bim-Bcl-B -1.

Pulled by compound from the list above (two):
CS(=O)(=O)Nc1ccc(C2=NN(S(C)(=O)=O)C(c3ccc4nccnc4c3)C2)cc1 (stereo not given) was read as ABCG2 block 3, Bim-Bcl-W 6, RGS4-Gao reg 99, ABCB1 inh 0.5, Avidin bead fluor 18, Bfl-1 Bim block 8, GSH fluor 54, Bcl-XL Bim block 7, Bcl-2 Bim block 8, RGS7-Gao reg 98 and Bim-Bcl-B 8.
`COC(=O)\C(C(C)=O)=C(/C=C/C=C/N(C)C)N(C)C` gave ABCG2 block 0, Bim-Bcl-W 0, RGS4-Gao reg 97, ABCB1 inh -0.2, Avidin bead fluor 13, Bfl-1 Bim block -4, GSH fluor 5, Bcl-XL Bim block 0, Bcl-2 Bim block -3, RGS7-Gao reg 99 and Bim-Bcl-B 0.

The main list resumes, repeating the 2 entries before the break.
CS(=O)(=O)Nc1ccc(C2=NN(S(C)(=O)=O)C(c3ccc4nccnc4c3)C2)cc1 (stereo not given) was read as ABCG2 block 3, Bim-Bcl-W 6, RGS4-Gao reg 99, ABCB1 inh 0.5, Avidin bead fluor 18, Bfl-1 Bim block 8, GSH fluor 54, Bcl-XL Bim block 7, Bcl-2 Bim block 8, RGS7-Gao reg 98 and Bim-Bcl-B 8.
Screening COC(=O)c1cc(-c2ccc(OC)cc2)on1 returned ABCG2 block 3, Bim-Bcl-W 1, RGS4-Gao reg 101, ABCB1 inh 0.3, Avidin bead fluor 12, Bfl-1 Bim block -3, GSH fluor 18, Bcl-XL Bim block 0, Bcl-2 Bim block -1, RGS7-Gao reg 99 and Bim-Bcl-B -1.
Screening Cn1c(CCNC(=O)c2ccccc2F)nnc1SCc1nc2ccccc2c(=O)[nH]1 returned ABCG2 block 1, Bim-Bcl-W 4, RGS4-Gao reg 98, ABCB1 inh 0.4, Avidin bead fluor 5, Bfl-1 Bim block -9, GSH fluor 43, Bcl-XL Bim block -4, Bcl-2 Bim block -10, RGS7-Gao reg 99 and Bim-Bcl-B -13.
Screening Cc1cc2ncn(C3CC(=O)N(C)C3=O)c2cc1C (stereo not given) returned ABCG2 block 1, Bim-Bcl-W 0, RGS4-Gao reg 96, ABCB1 inh 0.2, Avidin bead fluor 8, Bfl-1 Bim block -1, GSH fluor 16, Bcl-XL Bim block -2, Bcl-2 Bim block -2, RGS7-Gao reg 101 and Bim-Bcl-B -1.
For Cc1noc(C)c1CSCC(=O)OCC(=O)Nc1sccc1C#N the results were ABCG2 block 2, Bim-Bcl-W 14, RGS4-Gao reg 92, ABCB1 inh 0.4, Avidin bead fluor 2, Bfl-1 Bim block 6, GSH fluor 47, Bcl-XL Bim block 9, Bcl-2 Bim block 7, RGS7-Gao reg 101 and Bim-Bcl-B 7.
O=C(O)CC1SC(=O)N(Cc2ccccc2)C1=O (stereo not given) was read as ABCG2 block -1, Bim-Bcl-W 0, RGS4-Gao reg 97, ABCB1 inh -0.2, Avidin bead fluor 7, Bfl-1 Bim block -14, GSH fluor 40, Bcl-XL Bim block 1, Bcl-2 Bim block -9, RGS7-Gao reg 103 and Bim-Bcl-B -8.
COc1cccc(N2C(=O)CC(N3CCC(c4nc5ccccc5[nH]4)CC3)C2=O)c1 (stereo not given) was read as ABCG2 block 2, Bim-Bcl-W -1, RGS4-Gao reg 104, ABCB1 inh 0.2, Avidin bead fluor 6, Bfl-1 Bim block -4, GSH fluor 19, Bcl-XL Bim block -1, Bcl-2 Bim block -4, RGS7-Gao reg 102 and Bim-Bcl-B -3.
For Cn1c(=O)c2c(nc(CN3CCC(C(N)=O)CC3)n2Cc2c(Cl)cccc2Cl)n(C)c1=O the results were ABCG2 block 7, Bim-Bcl-W 0, RGS4-Gao reg 100, ABCB1 inh 1.1, Avidin bead fluor 10, Bfl-1 Bim block -13, GSH fluor 21, Bcl-XL Bim block -4, Bcl-2 Bim block -10, RGS7-Gao reg 99 and Bim-Bcl-B -9.
Cc1nc(N2CCN(C(=O)c3ccco3)CC2)c2c3c(sc2n1)CCCC3 was read as ABCG2 block 22, Bim-Bcl-W 0, RGS4-Gao reg 91, ABCB1 inh 1.9, Avidin bead fluor 3, Bfl-1 Bim block 14, GSH fluor 11, Bcl-XL Bim block -1, Bcl-2 Bim block 11, RGS7-Gao reg 91 and Bim-Bcl-B 3.
O=C1c2ccccc2CCC1C(O)c1ccccn1 (stereo not given) was read as ABCG2 block 11, Bim-Bcl-W -5, RGS4-Gao reg 106, ABCB1 inh 8.0, Avidin bead fluor 34, Bfl-1 Bim block -2, GSH fluor 24, Bcl-XL Bim block -6, Bcl-2 Bim block -5, RGS7-Gao reg 107 and Bim-Bcl-B -5.
CN(C)c1nc(N(C)C)n(C(=O)c2cccs2)n1 was read as ABCG2 block 8, Bim-Bcl-W -2, RGS4-Gao reg 104, ABCB1 inh 1.0, Avidin bead fluor 9, Bfl-1 Bim block -5, GSH fluor 19, Bcl-XL Bim block 0, Bcl-2 Bim block -2, RGS7-Gao reg inconclusive and Bim-Bcl-B -5.
Screening O=C(NC1CCCC1)C1CCCN1C(=O)Nc1ccccc1 (stereo not given) returned ABCG2 block 1, Bim-Bcl-W -1, RGS4-Gao reg 97, ABCB1 inh 0.2, Avidin bead fluor 7, Bfl-1 Bim block 3, GSH fluor 25, Bcl-XL Bim block 0, Bcl-2 Bim block -1, RGS7-Gao reg 98 and Bim-Bcl-B 0.
Screening CCOC(=O)C1CCCC(NS(=O)(=O)c2ccc(NC(C)=O)cc2)C1 (stereo not given) returned ABCG2 block 2, Bim-Bcl-W 0, RGS4-Gao reg 90, ABCB1 inh 0.3, Avidin bead fluor 13, Bfl-1 Bim block -2, GSH fluor 25, Bcl-XL Bim block -2, Bcl-2 Bim block 0, RGS7-Gao reg 90 and Bim-Bcl-B -3.

Screening data: PubChem BioAssay, NMMLSC
